Mtb RmlCD inh: M. tuberculosis RmlC/RmlD inhibition; RmlC+RmlD coupled enzyme assay, percent inhibition; primary screen in compound mixtures; inhibition, % at 3.6 µM; 160,000 compounds, 0.03% hits; AID 1533; in the data active means inhibition mostly above about 34%, no sharp cut-off; inconclusive means no clear call, values can overlap the other calls; inactive means mostly below about 22%; further: some results filed as inactive read as strong as hits
Target sequence (P9WH09 whole entry, looked up): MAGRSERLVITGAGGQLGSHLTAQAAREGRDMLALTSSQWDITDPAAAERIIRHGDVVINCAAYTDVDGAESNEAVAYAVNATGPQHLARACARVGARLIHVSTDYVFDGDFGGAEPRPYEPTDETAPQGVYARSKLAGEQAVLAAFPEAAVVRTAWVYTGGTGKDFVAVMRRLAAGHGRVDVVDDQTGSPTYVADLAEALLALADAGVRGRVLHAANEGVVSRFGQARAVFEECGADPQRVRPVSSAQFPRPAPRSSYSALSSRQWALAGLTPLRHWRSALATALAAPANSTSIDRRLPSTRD
Target sequence (P9WH11 whole entry, looked up): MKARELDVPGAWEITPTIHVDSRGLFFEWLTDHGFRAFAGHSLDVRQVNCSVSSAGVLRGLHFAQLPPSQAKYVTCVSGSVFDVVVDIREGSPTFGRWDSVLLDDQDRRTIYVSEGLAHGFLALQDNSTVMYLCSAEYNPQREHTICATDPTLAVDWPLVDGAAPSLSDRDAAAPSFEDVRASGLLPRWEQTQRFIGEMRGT
GlmU inhibition: inhibition of mycobacterial GlmU enzyme – biochemical, glucosamine-1-phosphate acetyltransferase (AID 1376); 220,000 compounds, 0.25% hits; one-dose inhibition, %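 (tested at 30 µM in the primary screen)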; IC50 in µM for titrated hits; M. tuberculosis GlmU acetyltransferase enzyme assay; higher % means a stronger effect; in the data active means inhibition above about 13%; inconclusive means no clear call, values can overlap the other calls;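 further: 0% = complete reaction with vehicle and 100% = reaction without substrate; strong numbers were not always called active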
Starred values were filed as active, the others as inactive; ? = inconclusive; . = not tested or not shown. These rows are one share of the data; the hit share may differ from the screen's.

The line under a structure holds: GlmU inhibition	Mtb RmlCD inh
[1] Cc1cccc(NC(=S)N2CCN(C(=O)C3CCCO3)CC2)c1 (stereo unspecified)
→ 7.9%	-14
[2] CCOC(=O)C1(Cc2ccccc2C)CCCN(C(=O)c2ccccn2)C1 (stereo unspecified)
→ -1.3%	-7
[3] Clc1ccc(CSc2nnc(Cn3cnc4ccccc43)o2)cc1
→ 15%*	?
[4] CC(C)CC(=O)N1CCN(Cc2cccc(F)c2)CC1
→ -5.0%	.
[5] CC(=O)c1ccc(N2CCN(Cc3nc(Cc4ccccc4)no3)CC2)cc1
→ 0.9%	8
[6] CCCCCSc1nnc(C)c(=O)[nH]1
→ -3.9%	.
[7] Cc1noc(C)c1S(=O)(=O)N1CCC(C(=O)N2CCC(C)CC2)CC1
→ -1.6%	5
[8] CCN(CC)c1ccc2cc(NC(=O)CCC(=O)O)c(=O)oc2c1
→ -3.2%	8
[9] COc1ccc(C2(CNC(=O)C(=O)Nc3ccc(C)cc3)CCOCC2)cc1
→ 1.0%	.
[10] CN(C)CCN(C(=O)/C=C/c1cccs1)c1nc2ccc(F)cc2s1
→ -0.1%	4
[11] N#C/C(=C\c1cn(CCOc2ccccc2)c2ccccc12)C(=O)NCc1cccs1
→ -6.7%	-6
[12] Cc1nn(C)cc1CN1CCCC(C(=O)c2ccc(-c3ccccc3)c(F)c2)C1 (stereo unspecified)
→ -2.8%	.
[13] COc1ccccc1NC(NC(=O)c1ccco1)C(=O)c1ccccc1 (stereo unspecified)
→ 0.7%	7
[14] CCC(C)NC(=O)CN(c1cc(C)ccc1OC)S(C)(=O)=O (stereo unspecified)
→ -0.5%	.
[15] O=C(N/C(=C\c1ccccc1)C(=O)N1CCN(CCO)CC1)c1ccccc1
→ 0.9%	-2
[16] c1ccc(-c2noc(C3CCC3)n2)nc1
→ -2.2%	3
[17] C/C(=N/OCc1ccc(Br)cc1)c1ccccn1
→ -6.6%	1
[18] Cc1ccc(CN2C(=O)C(C)(C)Oc3ccc(C(=O)N4CCCCC4)cc32)cc1
→ -2.2%	.
[19] O=C(O)c1cc(-c2cccs2)nn1-c1ccc(F)cc1
→ 2.5%	5
[20] COc1ccc(OCCOc2ccc(C)nc2[N+](=O)[O-])cc1
→ -4.1%	9
[21] CCCCC(=O)NC(=S)Nc1ccc(Cl)c(C(=O)O)c1
→ 8.7%	-15
[22] CCOC(=O)c1ccc(NC(=O)CSc2ccc(-c3cccnc3)nn2)cc1
→ 0.8%	-6
[23] C=CCc1ccc(OCC(O)COc2ccc(CC=C)cc2OC)c(OC)c1
→ 6.3%	.
[24] CCc1c(O)nc2ccccn2c1=O
→ 3.1%	.
[25] O=C(CN1CCCCC1)Nc1cccc(Oc2ccccc2)c1
→ -1.6%	.
[26] Cc1ccc(OCCOCCn2cnc3ccccc3c2=O)cc1C
→ -0.2%	2
[27] Cc1ccc(C(=O)N/C(=C\c2ccco2)C(=O)NCCc2c[nH]c3ccccc23)cc1
→ 0.5%	-9
[28] COc1ccc(/C=N/Nc2nc(C)c([N+](=O)[O-])c(N(C)c3ccccc3)n2)cc1OC
→ -2.3%	.
[29] CC(=O)Nc1ccc(OCC[n+]2cccc(C(N)=O)c2)cc1
→ 5.5%	.
[30] CN1CCN(c2ccc(C(=O)c3ccc(Br)cc3)cc2[N+](=O)[O-])CC1
→ -0.3%	5
[31] CCCCc1ccc(NC(=O)N2CCNC(=O)C2CC(=O)Nc2ccsc2C(=O)OC)cc1 (stereo unspecified)
→ 2.5%	15
[32] CCOC(=O)CC(=O)CSc1nc(C)cc(-c2cccnc2)c1C#N
→ 0.9%	-16
[33] c1ccc(Cc2cc[n+](Cc3ccccc3)cc2)cc1
→ -4.5%	11
[34] Nc1ncnc2c1ncn2CCN1CCCCC1
→ 2.5%	2
[35] CCN=C1SC(CC(=O)NCC)C(=O)N1CC (stereo unspecified)
→ 1.8%	-4
[36] O=C(CS(=O)CC(=O)Nc1ccc(Cl)cc1)NCC1OCCc2ccccc21 (stereo unspecified)
→ -3.2%	.
[37] Nc1nc(Nc2cccc(F)c2)nc(N2CCOCC2)c1[N+](=O)[O-]
→ -4.3%	9
[38] CN(CC(=O)NC1CCCC1)S(=O)(=O)c1cnc[nH]1
→ 2.4%	7
[39] CC(=O)/C(N=Nc1ccc(C(=O)O)cc1)=C(\C)O
→ 1.7%	-11
[40] Cc1cc(N2CCN(c3ccc(F)cc3)CC2)nc(-c2ccccc2)n1
→ 0.6%	.

Whole records as entered above.
`CC(=O)Nc1ccc(OCC[n+]2cccc(C(N)=O)c2)cc1` in the list: GlmU inhibition = 5.5%; Mtb RmlCD inh = .
`O=C(CN1CCCCC1)Nc1cccc(Oc2ccccc2)c1` in the list: GlmU inhibition = -1.6%; Mtb RmlCD inh = .

Part of the list above in another layout.
26) Cc1ccc(OCCOCCn2cnc3ccccc3c2=O)cc1C
  GlmU inhibition: -0.2%
  Mtb RmlCD inh: 2

27) Cc1ccc(C(=O)N/C(=C\c2ccco2)C(=O)NCCc2c[nH]c3ccccc23)cc1
  GlmU inhibition: 0.5%
  Mtb RmlCD inh: -9

28) COc1ccc(/C=N/Nc2nc(C)c([N+](=O)[O-])c(N(C)c3ccccc3)n2)cc1OC
  GlmU inhibition: -2.3%
  Mtb RmlCD inh: .

The list goes on.
The line under a structure holds: GlmU inhibition	Mtb RmlCD inh
[41] Cc1cccc(CC2S/C(=N/c3ccccn3)NC2=O)c1 (stereo unspecified)
→ 0.8%	.
[42] O=C(Cc1cccs1)Nc1ccc(-c2nnc(-c3ccccc3)o2)cc1
→ 1.5%	.
[43] CCOC(=O)CC(NC(=O)c1ccccc1)c1ccc(OC)cc1 (stereo unspecified)
→ 3.1%	-11
[44] CC(=O)OCC(=O)Nc1ccccc1OC(F)F
→ 0.3%	-7
[45] O=C(Nc1ccccc1)C1=C[C@H](c2coc3ccccc3c2=O)C[C@H](OCc2ccc(CO)cc2)O1
→ 2.5%	.
[46] CCCc1nn(C)c2c(=O)[nH]c(-c3cc(S(=O)(=O)N(CCO)CCO)ccc3OCC)nc12
→ -9.9%	.
[47] O=c1[nH]c2c(c(=O)n1Cc1ccccc1)CCC2
→ -8.5%	11
[48] CC(=O)c1ccc(NC(=O)CN2CCC(NC(=O)C3CCCCC3)CC2)cc1
→ 7.2%	-3
[49] CCOc1ccc(C(=O)NCC(=O)OCC(=O)NC2CCCC2)cc1
→ -0.9%	-20
[50] O=C(Cn1nc(-c2ccccc2)ccc1=O)Nc1cccc(NC(=O)c2ccccn2)c1
→ -2.7%	1
[51] CCCS(=O)(=O)N1CCCC(C(=O)NCCN(Cc2ccccc2)C(C)C)C1 (stereo unspecified)
→ -0.3%	.
[52] CNC(=O)CNC(=O)Nc1ccc(Cl)c(Cl)c1
→ 2.2%	-10
[53] COc1ccc(CCN(C(=O)C(F)(F)F)C(C(=O)NC2CCCCC2)c2ccc(C)s2)cc1 (stereo unspecified)
→ -2.4%	.
[54] Cn1cnnc1SCC(=O)Nc1c(F)cc(F)cc1Br
→ -6.3%	-3
[55] Cn1c(NC(=O)/C=C/c2c(F)cccc2Cl)cc(=O)n(C)c1=O
→ -4.0%	3
[56] O=C(Cc1n[nH]c(=O)c2ccccc12)NC(c1ccccc1)c1ccccc1
→ -3.8%	.
[57] COC(=O)CCS(=O)(=O)c1cc(Cl)ccc1Cl
→ 1.1%	-2
[58] O=C(COc1ccc2c(c1)CCC2)NCc1cccc(Cl)c1
→ 0.4%	-9
[59] COc1ccc(CNC(=O)c2c(N)n(CCCN3CCOCC3)c3nc4ccccc4nc23)cc1
→ -2.7%	84
[60] N#C/C(=C(/O)c1ccc([N+](=O)[O-])o1)c1nc2ccccc2[nH]1
→ 9.5%	.
[61] COc1cccc2cc(-c3nc(-c4cccs4)cs3)c(=O)oc12
→ 0.9%	-7
[62] CCOC(=O)c1cccc(NC(=O)N[C@@H](C)C(=O)OC)c1
→ 1.0%	15
[63] COc1ccc2c(c1)c(C(=O)CN1CCC3(CC1)OCCO3)c(C)n2C
→ 13%*	.
[64] O=C(CC12CC3CC(CC(C3)C1)C2)Nc1cccc2ncccc12
→ -0.8%	8
[65] CC(=O)c1c(C)n(-c2ccccc2)c2ccc(OCC(N)=O)cc12
→ -3.3%	6
[66] O=c1c2ccccc2nc(C[n+]2ccccc2)n1-c1cccc(C(F)(F)F)c1
→ -2.2%	-5
[67] COc1cc(OC)cc(-c2nc3nc(C)c(CCC(=O)NCC(OC)OC)c(C)n3n2)c1
→ 4.3%	21
[68] O=C1CCC(=O)N1CNc1ccc(Oc2ccccc2)cc1
→ 4.2%	-2
[69] O=C(COc1ccc2ccccc2c1)Nc1nnc(-c2ccco2)s1
→ 5.4%	.
[70] CC1COc2ccccc2N1S(=O)(=O)c1ccc(Cl)cc1 (stereo unspecified)
→ 8.9%	-9
[71] CC(C)Nc1nnc(SC(C)C(=O)Nc2ccc(Cl)cn2)s1 (stereo unspecified)
→ -3.0%	-3
[72] Cc1cc(C(=O)COC(=O)[C@H](C)NC(=O)c2ccco2)c(C)n1Cc1ccco1
→ -0.3%	8
[73] O=C(NC(N1CCOCC1)C(Cl)(Cl)Cl)c1ccccc1Cl (stereo unspecified)
→ 0.0%	-3
[74] COC(=O)CSc1nnc(CNC(=O)c2ccco2)n1-c1ccc(F)cc1
→ -2.3%	11
[75] O=C(CSc1nnnn1-c1ccc2c(c1)OCCO2)c1cccc2c1OCCO2
→ 0.2%	-9
[76] CC(=O)c1c(C)[nH]c(C(=O)OCc2nnc(-c3ccccc3)o2)c1C
→ 3.5%	8
[77] NS(=O)(=O)c1ccc(CCNC(=O)c2ccc(Cn3c(=O)[nH]c4ccccc4c3=O)cc2)cc1
→ -2.5%	-4
[78] NC(=O)C[C@@H]1NC(=O)c2cc([N+](=O)[O-])cc(F)c2NCCCC[C@@H](C(N)=O)NC(=O)[C@H](CO)NC1=O
→ -3.0%	.
[79] Cc1ccc(S(=O)(=O)N2CCCCC2)cc1C(=O)Nc1ccc(S(=O)(=O)Nc2ncccn2)cc1
→ 1.7%	74
[80] COc1ccc(C=O)cc1COc1ccc(Cl)cc1[N+](=O)[O-]
→ -2.0%	.
[81] Cc1nn(Cc2ccccc2Cl)c(C)c1C(=O)OCC(=O)NC1CCS(=O)(=O)C1 (stereo unspecified)
→ 10%	-9
[82] COC(=O)c1cc(OC)c(OC)cc1NC(=O)C(C)c1ccc([N+](=O)[O-])cc1 (stereo unspecified)
→ 2.0%	4
[83] S=c1[nH]nc(-c2ccccc2)n1CC1CCCO1 (stereo unspecified)
→ -0.9%	-5
[84] Cc1ccc(S(=O)(=O)c2nc(S(C)(=O)=O)sc2N(C)C)cc1
→ -1.8%	.
[85] O=C(c1nc2ccccn2c1CNCCCn1cccn1)N1CCCC1
→ 1.5%	.
[86] CN(C)c1ccc(/C=N/NC(=O)c2cnc3ccccc3c2)cc1
→ -2.3%	.
[87] COc1ccc(OCCn2nnc(-c3ccc(Cl)cc3)n2)cc1
→ -1.8%	5
[88] CC(C)NC(=O)C1CC=CCC1C(=O)O (stereo unspecified)
→ 1.3%	.
[89] COc1ccc(-n2c(O)c(/C(C)=N/N3CCCCCC3)c(=O)[nH]c2=O)cc1
→ 2.1%	6
[90] O=C(c1cccc(-c2ccc(O)cc2)c1)N1CCN(c2ccc(F)cc2)CC1
→ 0.6%	-9
[91] COc1ccc(S(=O)(=O)Nc2cc(C)ccn2)cc1
→ -2.3%	.
[92] O=C(Nc1ccccc1C(=O)N/N=C/c1ccco1)c1ccccc1
→ -4.7%	1
[93] O=C(Nc1ccnc(-c2ccncc2)n1)c1ccc(F)cc1
→ 7.1%	16
[94] CCOC(=O)C1CCCN(c2cc(=O)n(C3CCCCC3)c(=O)[nH]2)C1 (stereo unspecified)
→ 4.7%	6
[95] CC(C)c1nnc(NC(=O)Cn2nc(-c3ccc4c(c3)OCCO4)ccc2=O)s1
→ -0.6%	12
[96] CC(C)[C@H](NS(=O)(=O)c1ccc2c(c1)OCCO2)C(=O)OCC(=O)Nc1ccccc1Cl
→ 2.2%	10
[97] O=C(O)CCN1CCc2ccccc21
→ -3.6%	11
[98] Cc1nn(-c2nc3ccccc3[nH]2)c(=O)c2ccccc12
→ 3.1%	15
[99] CC(C)OC(=O)CSc1nnc(-c2ccccc2)n1N
→ -0.9%	-8
[100] CC1CCc2sc3ncnc(N4CCOCC4)c3c2C1 (stereo unspecified)
→ 3.7%	-3

More structures follow:
The line under a structure holds: GlmU inhibition	Mtb RmlCD inh
[101] C#CCN(C#N)c1nc(NCC)nc(NC(C)C)n1
→ 0.1%	5
[102] Brc1ccccc1-c1nnc(CSc2nncn2-c2ccccc2)o1
→ 0.4%	.
[103] O=S(=O)(Nc1ccc2c(c1)nc1n2CCOC1)c1ccc(Cl)cc1
→ 0.3%	-6
[104] Cc1nnc(SCC(=O)NCc2ccc3c(c2)OCO3)n1C
→ -4.6%	-2
[105] N#CCCN(C(=O)COC(=O)Cc1ccc(Br)cc1)c1ccccc1
→ -4.5%	-2
[106] COC(=O)C1=C(C)N(c2cccc3ccccc23)C(=O)C1
→ -4.2%	-4
[107] CCOC(=O)/C(N=Nc1ccc(C(=O)O)cc1[N+](=O)[O-])=C(\C)O
→ 5.1%	-11
[108] N#C/C(=C\c1ccc(N2CCOCC2)o1)C(=O)NC1CCCCC1
→ -0.2%	10
[109] C=CCn1c(=O)c2c3c(sc2n2c(Nc4ccc(OC)cc4)nnc12)CCCC3
→ 3.0%	-4
[110] Cc1ccc(C(=O)NNC(=S)NC(=O)c2ccc(Cl)cc2)cc1
→ -1.2%	.
[111] COc1cc(NC(=O)Cc2ccc([N+](=O)[O-])cc2)c(C(=O)O)cc1OC
→ 2.7%	-7
[112] CCc1nc2ccccc2n1CCc1ccccc1
→ -8.7%	9
[113] COc1ccc(CN2C(=O)CN=C2Nc2cc(C)ccc2C)cc1
→ -4.0%	0

Looked up above:
Result for compound 6 in GlmU inhibition: -3.9%
Result for compound 18 in GlmU inhibition: -2.2%
Result for compound 94 in GlmU inhibition: 4.7%
